Assay outcomes: PubChem, The Scripps Research Institute Molecular Screening Center
GAA850 FXN act: frataxin GAA850 promoter activation. HEK293 lucGAA850 FXN promoter luciferase reporter, 24 h; percent of 10 µM SAHA response. activation, % at 6 µM. actives 0.56% (n = 360,000). AID 540364;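 active = activation above the average of all compounds screened plus 3 SD, cutoff fixed separately per campaign, cut at about 7.5% in these data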;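 also: 0% = DMSO wells and 100% = 10 µM SAHA wells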
DAX1 inh-1: DAX1 (NR0B1) inhibition, primary screen. HEK293T StAR-luciferase reporter, SF-1/DAX-1 repression relief. inhibition, % at 6.8 µM. actives 1.1% (n = 370,000). AID 652010;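 active = inhibition above the mean over all tested compounds plus 3 SD, cut at about 3.6% in these data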;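 also: 0% = DAX-1 cells with DMSO and 100% = cells lacking DAX-1 with DMSO; higher inhibition means more luminescence from relief of DAX-1 repression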
PLC-beta3 inh: PLC-beta3 (human) inhibition, primary screen | Q01970 | Purified PLC-beta3, fluorogenic substrate, fluorescence | inhibition, % at 12.2 µM | actives 0.18% (n = 370,000); in the data active = inhibition above about 11%;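 also: 0% = median of compound wells on plate and 100% = full blocker control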
ADAM10 inh: inhibitors of human ADAM10; AID 720582; recombinant ADAM10, EDANS/DABCYL FRET peptide cleavage, 3 h; inhibition, % at 7 µM; actives 0.62% (n = 370,000); O14672;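 active = inhibition above a per-campaign cutoff equal to the mean of compounds falling between control-based bounds plus 3 SD, cut at about 20% in these data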;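 also: 0% = DMSO wells while the 100% control is not disclosed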
hcDAF12 agonist: activates DAF-12 receptor from parasite H. contortus; AID 652067; HEK293 hcDAF-12 lit1-tk-luc reporter, luminescence; 0% DMSO, 100% Δ7-dafachronic acid; activation, % at 6.8 µM; actives 1.4% (n = 370,000);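 active = activation above the mean of all tested compounds plus 3 SD, cut at about 5.5% in these data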;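 also: 100% = response to 3 µM Δ7-dafachronic acid high control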
ADAM17 inh: ADAM17 inhibition, QFRET primary screen; actives 0.83% (n = 370,000); P78536; inhibition, % at 6.95 µM; recombinant ADAM17, EDANS/DABCYL FRET peptide cleavage;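 active = inhibition above the mean of compounds lying between control limits plus 3 SD, set per campaign, cut at about 8.5% in these data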;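 also: 0% = DMSO-only wells as the low control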
DAX1 inh-2: NR0B1 (DAX1) inhibition; P51843; HEK293 Gal4-DAX1 luciferase reporter, luminescence; inhibition, % at 6.75 µM; actives 0.99% (n = 340,000); AID 504766;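 active = inhibition above the mean over all tested compounds plus 3 SD, cut at about 4.2% in these data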;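 also: 0% = DAX1-transfected cells with DMSO and 100% = empty-vector control cells with DMSO; inhibition shows as a rise in luminescence from relieved DAX1 repression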
Target sequence (P51843 207-470 limits assumed): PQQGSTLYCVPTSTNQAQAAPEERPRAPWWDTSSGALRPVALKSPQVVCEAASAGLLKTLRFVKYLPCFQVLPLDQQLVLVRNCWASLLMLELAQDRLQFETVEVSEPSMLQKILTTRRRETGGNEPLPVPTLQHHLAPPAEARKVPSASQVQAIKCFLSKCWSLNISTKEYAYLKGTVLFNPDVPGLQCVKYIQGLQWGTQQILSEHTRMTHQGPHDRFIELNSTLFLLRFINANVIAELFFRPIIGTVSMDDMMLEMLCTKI
HGIII-sPLA2 inh: Inhibits HGIII-sPLA2 liposome hydrolysis, primary screen | actives 0.56% (n = 370,000) | QFRET BODIPY PC-A2 liposome hydrolysis, fluorescence | inhibition, % at 12.2 µM | Q9NZ20;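 active = inhibition above mean plus 3 SD of compounds lying within the high and low control bounds, cut at about 19% in these data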;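 also: 0% = median of test compound wells and 100% = no enzyme DMSO wells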
Target sequence (Q9NZ20 whole entry, looked up): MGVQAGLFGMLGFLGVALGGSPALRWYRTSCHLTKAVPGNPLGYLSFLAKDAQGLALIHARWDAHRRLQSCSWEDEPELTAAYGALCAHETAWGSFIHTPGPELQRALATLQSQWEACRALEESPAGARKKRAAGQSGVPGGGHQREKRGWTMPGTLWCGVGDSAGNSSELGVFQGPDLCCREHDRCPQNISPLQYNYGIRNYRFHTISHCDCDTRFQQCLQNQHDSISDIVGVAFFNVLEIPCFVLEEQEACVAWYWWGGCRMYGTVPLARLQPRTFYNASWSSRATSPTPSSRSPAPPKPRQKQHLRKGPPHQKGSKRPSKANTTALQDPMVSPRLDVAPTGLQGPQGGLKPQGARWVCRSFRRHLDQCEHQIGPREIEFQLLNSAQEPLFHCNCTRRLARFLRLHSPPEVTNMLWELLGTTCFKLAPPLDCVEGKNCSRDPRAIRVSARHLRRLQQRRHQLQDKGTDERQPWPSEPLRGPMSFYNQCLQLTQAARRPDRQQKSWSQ
hgDAF12 agonist: activates the H. glycines DAF-12 receptor ligand-binding domain; activation, % at 6.8 µM; HEK293 GAL4-hgDAF12 UAS-luciferase reporter, agonist luminescence; normalized to butyrate control; actives 1.8% (n = 370,000); AID 687014;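 active = activation above a cutoff set at the mean of all screened compounds plus 3 SD, cut at about 10% in these data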;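 also: 0% = DMSO wells and 100% = sodium butyrate wells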
PLC-gamma1 inh: PLC-gamma1 (human) inhibition, primary screen | actives 0.84% (n = 370,000) | purified PLC-gamma1, fluorogenic substrate, fluorescence | inhibition, % at 12.2 µM | P19174; in the data active = inhibition above about 9.5%
ssDAF12 agonist: activates DAF-12 receptor from parasite S. stercoralis; HEK293 ssDAF-12/GRIP1 lit1-tk-luc reporter, luminescence; % of 3 µM dafachronic acid response; actives 1% (n = 370,000); activation, % at 6.8 µM;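 active = activation above the mean over all tested compounds plus 3 SD, cut at about 0.9% in these data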;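 also: 0% = DMSO-only wells and 100% = 3 µM delta7-dafachronic acid wells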
* = called active by the depositor; x = no result given. The order is random (roughly 6.9% active in at least one column).

SMILES	GAA850 FXN act	DAX1 inh-1	PLC-beta3 inh	ADAM10 inh	hcDAF12 agonist	ADAM17 inh	DAX1 inh-2	HGIII-sPLA2 inh	hgDAF12 agonist	PLC-gamma1 inh	ssDAF12 agonist
CCCCC(=O)Nc1ccc2c3c(cccc13)C(=O)N2CC	2.7	-0.9	-47.7	-5.4	0.3	-5.2	0.3	3.5	-0.7	-35.3	-0.6
Cc1ccc(-n2c(-c3ccco3)nc3c(cnn3-c3ccc(C)cc3)c2=O)cc1	0.3	0.2	2.1	-2.0	-1.1	0.8	0.6	-2.7	5.9	-1.3	-0.8
COC(=O)c1ccc2nc(-c3cccc(Br)c3)c(Cc3ccc(OC)cc3C)n2c1	x	1.5	-33.6	-16.5	0.5	-6.8	x	-5.8	-1.8	-25.8	-1.2
COc1ccc(CCNC(=O)CCCOc2ccc(Cl)cc2)cc1OC	0.6	-0.8	-3.7	3.9	-2.4	-1.6	-2.4	-1.7	-2.2	-0.6	-1.4
O=C(COC(=O)CNC(=O)c1ccccc1)NCc1ccc2c(c1)OCO2	0.8	0.9	-4.3	-16.0	0.3	-1.2	-0.6	15.8	1.7	-2.4	-1.5
CCO[C@@H]1OC(C(=O)N2CCN(Cc3ccccc3)CC2)=C[C@H](C2CC2)[C@H]1CCCO	-2.1	0.1	3.5	0.0	-1.7	-4.7	0.7	2.6	3.8	1.6	-0.8
CCn1c(SCC(N)=O)nnc1-c1ccc2c(c1)OCO2	1.1	0.1	1.7	-2.3	-0.7	-2.9	0.3	4.8	-0.2	1.7	-0.8
Cc1cc(-c2ccc(C)c(S(=O)(=O)Nc3ccc(S(N)(=O)=O)cc3)c2)on1	-0.3	-0.3	0.7	-4.0	0.9	-1.3	-0.2	-6.4	-1.3	-1.6	-1.1
COc1ccc2nc(NC(=O)C3CCN(S(=O)(=O)c4cccc5nsnc45)CC3)sc2c1	-7.1	-4.0	-2.6	17.9	-7.7	8.0	-3.3	-21.9	-14.0	-1.0	-2.4
CC(C)Oc1ccc(S(=O)(=O)N2CCOCC2)cc1NC(=O)C1CCCCC1	-0.3	-0.2	-3.2	-7.1	-0.8	-2.0	0.5	-0.3	1.1	-0.1	-1.1
O=C(OCCN1CCOCC1)c1ccc(O)cc1	1.2	0.1	-0.1	-21.2	-0.4	-2.1	1.3	-3.8	1.3	0.0	-0.3
Cc1cc(C)c2cc(CN(CCO)C(c3nnnn3Cc3ccc(F)cc3)C(C)C)c(=O)[nH]c2c1 (stereo not given)	x	-0.4	-216.5	-32.2	-0.8	-16.6	x	-5.9	-1.4	-191.9	-1.1
Cc1onc(-c2ccccc2)c1C(=O)NNC(=S)NC(=O)/C=C/c1ccccc1	0.4	0.2	-3.9	3.9	1.1	2.8	-1.3	-0.6	0.4	-1.7	-1.8
CCN1C[C@@H]2[C@@H]3C(=O)N(Cc4ccccc4)C(=O)[C@@H]3[C@](CC)(C1=O)N2C(=O)c1ccccc1	-0.2	-0.1	-0.8	-2.8	-0.4	-2.4	0.4	6.6	-2.2	-2.7	-1.6
O=C(c1ccco1)N1CCN(C(=O)c2cc3sccc3n2Cc2ccccc2)CC1	-3.7	0.4	-1.9	1.8	-2.3	-2.2	-0.4	-7.5	-3.8	-0.2	-1.8
COc1cccc(/C=C/C(=O)OCC(=O)N2c3ccccc3CC2C)c1 (stereo not given)	0.6	-1.1	-21.8	-34.1	-1.0	-12.8	3.5	-0.3	2.0	-16.7	-0.9
COc1cc(OC)c(N(C)S(=O)(=O)c2cccc(C(=O)OCC(=O)N(C)C3CCCCC3)c2)cc1Cl	0.3	0.6	-1.8	-0.6	-0.6	-3.2	1.8	-7.5	2.1	-1.5	-1.6
C[C@H](CO)N1C[C@H](C)[C@H](CN(C)C(=O)c2ccc(N3CCN(C)CC3)cc2)OCc2cnnn2CCCC1=O	0.0	0.5	2.7	1.1	0.2	-0.7	0.1	1.7	0.1	1.9	-0.8
COc1ccc2nc(Cl)c(/C=N/Nc3ccccn3)cc2c1	4.0	4.1*	-83.6	-8.9	1.8	-4.3	0.9	0.4	10.2	-54.1	-0.9
N/C(CC1CC1(Cl)Cl)=N\OC(=O)c1ccccc1 (stereo not given)	0.7	0.1	-2.0	-4.8	0.3	-2.1	1.7	2.7	0.6	2.1	-0.1
C[C@@H]1CN([C@@H](C)CO)C(=O)c2cc(NC(=O)Nc3ccc(F)cc3)ccc2O[C@@H]1CN(C)Cc1ccc(Oc2ccccc2)cc1	-1.1	-0.8	-1.1	24.2*	-1.1	11.1*	-0.5	-23.8	-1.0	1.4	-0.8
CCN1CCN(C(=O)/C=C/c2ccc(C)o2)CC1	2.5	1.0	-2.0	-2.9	-2.3	-3.5	0.6	4.3	1.2	0.2	-1.2
CNC(=O)/C(C#N)=C/c1c(N2CCCCCC2)nc2c(C)cccn2c1=O	2.7	0.7	-27.7	-114.7	-0.8	-35.2	-1.6	-3.5	3.6	-15.6	-1.0
CCOC(=O)c1ccc2c(c1)n(CC)c(/C=C/Nc1ccccc1)[n+]2CC	3.1	1.2	0.1	-1.9	-0.7	-4.8	-1.3	5.2	1.6	-1.9	-1.6
C=CCNc1nc(NCCN2CCOCC2)nc(OC)n1	1.6	-0.1	6.1	8.9	-0.5	6.6	0.0	7.3	-0.8	5.9	-0.7
CCOc1ccc(NC(=O)CN2CCN(c3ccccc3C)CC2)cc1S(=O)(=O)N1CCCC1	0.9	-0.5	-9.8	-4.1	1.6	-2.7	-0.4	-6.8	1.1	-1.9	-1.7
COc1ccc2nc3oc(C(=O)N4CCN(c5cccc(C(F)(F)F)c5)CC4)cc3cc2c1	-1.2	-0.6	-6.9	-9.4	-0.2	-8.4	0.4	8.3	3.9	0.1	-1.2
CCc1ccc(OCC(=O)N/N=C/c2ccc(OS(=O)(=O)c3ccc(C)cc3)c(OC)c2)cc1	1.1	-0.5	1.2	2.5	-1.6	0.8	1.1	-8.0	-1.5	2.4	-1.6
CCN(CC)c1ccc(C(=O)N/N=C(\C)c2ccc(O)cc2)cc1	3.7	0.3	-75.6	1.1	3.1	-7.4	1.1	10.9	-1.5	-65.0	-1.4
C[C@@H](NC(=O)C(=O)c1c[nH]c2ccccc12)c1ccccc1	0.7	-0.2	-0.5	-9.4	1.5	0.0	-0.1	-13.8	-1.5	2.1	-0.7
Cc1ccc(-n2nc(C)c3c2C(Br)C(C)(C)CC3=O)nc1 (stereo not given)	2.4	-0.2	1.9	-13.8	-0.3	-0.5	-2.0	4.9	-0.1	-0.1	-1.3
Cc1cnc(NC(=O)c2cc(-c3ccccc3)nn2-c2ccccc2)s1	0.8	-0.2	-7.6	-0.8	1.9	-4.1	1.5	3.9	1.4	-3.3	0.8
Cn1cc(S(=O)(=O)NCc2ccc(F)cc2)c(=O)n(C)c1=O	1.8	-0.4	-5.0	-2.1	1.7	-1.8	0.0	6.9	-0.7	2.8	-0.7
Cc1c(OC(C)C(=O)NCCN2CCOCC2)ccc2c3c(c(=O)oc12)CCC3 (stereo not given)	5.2	1.7	-165.1	-335.2	-0.3	-103.9	0.7	9.7	0.1	-110.7	-0.8
O=C(NCCc1ccccn1)c1ccc(OC2CCN(Cc3ccccn3)CC2)cc1	-3.1	-1.5	-4.7	-9.9	-1.5	-6.8	1.0	8.2	-2.5	2.1	-1.3
COc1cc(NS(=O)(=O)c2ccc(Nc3nc(-c4ccccc4)cs3)cc2)nc(OC)n1	2.6	2.1	-10.4	-3.7	0.3	-2.0	0.9	-162.4	2.9	-6.1	-1.5
C=CCNC(=O)CCc1nnc(C2(c3ccc(Cl)cc3)CCC2)o1	5.5	1.2	1.5	1.9	2.6	-1.2	1.1	-0.5	12.2*	-3.2	-0.5
O=C1C(=O)N(Cc2ccccc2)C(=O)N1CCOc1ccccc1	1.8	-0.1	-2.3	-5.8	-2.2	-2.4	x	0.8	0.5	-1.6	-1.5
O=C(O)c1cc(N/N=C/c2ccc(-c3ccc(F)cc3)o2)ccc1Cl	3.2	0.5	-126.3	-17.9	0.0	-16.4	0.6	-7.9	-0.8	-79.2	-0.7
O=C(C1CCC(=O)N(C2CCCCCC2)C1)N1CCN(c2ccccc2Cl)CC1 (stereo not given)	-1.1	-4.2	-4.7	-3.4	-4.7	5.3	0.0	2.2	-3.0	0.9	-1.5
O=C(CC1CCCC1)OCn1nnc2ccccc2c1=O	0.1	-0.2	2.4	3.5	-1.2	0.2	1.6	1.0	1.2	5.2	-0.8
O=C(CC1C(=O)NCCN1Cc1ccccc1C(F)(F)F)NCCc1ccccn1 (stereo not given)	0.4	-0.5	-21.7	-36.0	1.2	-14.3	-0.7	9.6	0.5	-15.5	-0.6
Cc1cc(NC(=O)CSc2nnc(C)c(=O)[nH]2)no1	1.6	0.5	1.8	-12.3	1.2	2.8	0.3	6.1	0.4	-0.8	-1.2
CC(C)(C)NC(=O)COc1ccc(CNCCc2ccccc2)cc1	-1.5	-0.1	1.5	-0.3	-0.2	-3.9	-1.4	-5.3	-2.9	0.1	-1.2
CSc1nsc(SCC(=O)Nc2ccc(O)c(C(=O)O)c2)n1	0.6	-0.1	-22.1	-1.5	2.0	-1.6	-0.1	-7.2	1.2	-9.3	-0.4
COc1cccc(CNC(=O)C2CCN(S(=O)(=O)c3c(C)nn(C)c3C)CC2)c1	1.2	0.1	0.9	-20.3	1.4	-4.6	-0.7	11.8	-0.9	-0.6	-0.8
CC(=O)Nc1ccc(S(=O)(=O)Nc2ccccc2C(=O)NCc2cccnc2)cc1	-0.6	0.6	-9.2	-12.4	-0.2	-5.0	0.7	8.7	0.7	-1.2	-0.6
CC1CCN(C(=O)COc2ncnc3ccccc23)CC1	1.9	1.2	-7.5	-8.8	1.5	-4.4	1.4	-2.9	-2.4	2.1	-0.8
CCOC(=O)c1[nH]c(C)c(C(=O)OCC(=O)NCc2ccc(Cl)cc2)c1C	1.0	-1.1	-8.2	-12.6	2.4	-5.4	1.0	12.5	0.8	-0.1	-1.4
O=c1[nH]c(N2CCOCC2)nc2ncn(Cc3ccccc3)c12	-2.5	0.6	2.1	-2.4	-0.5	-2.1	-0.1	-0.4	6.6	2.2	-0.5
CCCCn1c(-c2sccc2C)n[nH]c1=S	1.0	-0.4	-3.2	-7.0	-0.6	-0.8	0.4	11.7	-3.1	-5.3	-1.4
O=C(N/N=C/c1ccc(O)c(O)c1O)/C(=C/c1ccc([N+](=O)[O-])cc1)NC(=O)c1ccccc1	-1.6	-0.6	5.5	18.1	-1.8	5.8	0.1	24.6*	-0.3	5.0	-1.0
COc1ccccc1-c1cnc(C(O)c2cc(C)ccc2C)[nH]1 (stereo not given)	1.0	-0.5	2.4	1.6	-1.1	-2.0	x	-12.1	-2.3	-1.6	-1.1
